CASP6 VEID inh: caspase-6 (human) enzyme inhibition | hit rate 0.53% among 350,000 | inhibition, % at 12.5 µM | purified caspase-6, Z-VEID-R110 cleavage fluorescence | AID 686996;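 active means mean inhibition across replicates at least about 35%, with every replicate also reaching that limit, limit read from the data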;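 further: 0% = median of neutral control wells and 100% = no fluorescence left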
Target sequence (P55212 24-179 limits assumed): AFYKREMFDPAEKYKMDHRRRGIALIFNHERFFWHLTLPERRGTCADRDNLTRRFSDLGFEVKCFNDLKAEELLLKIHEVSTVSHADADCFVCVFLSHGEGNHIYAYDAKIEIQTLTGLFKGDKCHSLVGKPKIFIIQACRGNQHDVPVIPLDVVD
Target sequence (P55212 194-293 limits assumed): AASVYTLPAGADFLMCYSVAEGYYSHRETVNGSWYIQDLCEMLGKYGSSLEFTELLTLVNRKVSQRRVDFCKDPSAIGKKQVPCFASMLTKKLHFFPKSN
C2C12 statin: suppression of simvastatin myotoxicity; rescue of ATP level, % at 7.49 µM; AID 602340; hit rate 0.78% among 330,000; C2C12 myotubes + simvastatin, ATP luminescence, 48 h; scaled: DMSO 0, geranylgeraniol control 100;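 active means mean ATP rescue above about 67%, or every replicate alone reaching that limit, limit read from the data, passing the limit was not always enough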;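 further: myotubes were challenged with 10 µM simvastatin during compound exposure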
esBAF inh: blocks esBAF chromatin remodeling in mouse ES cells; AID 602393; reporter increase, % at 12.5 µM; hit rate 2% among 350,000; Bmi1-luciferase knock-in reporter, 24 h; 100% = twice the neutral-well signal; in the data active means activation above about 40%;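 further: 0% = median of the plate's neutral control wells and 100% = double that signal; a rise in the Bmi1 reporter signal indicates esBAF inhibition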
S100A4 MyoIIA: S100A4-myosin IIA interaction inhibition; P26447; S100A4/TAMRA-MyoIIA peptide fluorescence polarization; inhibition, % at 10.7 µM; hit rate 0.14% among 360,000;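 active means mean inhibition of at least 70% across replicates, with every replicate also reaching that level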
Target sequence (P26447 whole entry, looked up): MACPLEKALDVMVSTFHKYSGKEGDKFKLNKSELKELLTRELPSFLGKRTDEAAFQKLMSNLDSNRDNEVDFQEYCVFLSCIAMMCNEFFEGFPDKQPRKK
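assay system = human S100A4 monomer with TAMRA-labelled myosin IIA peptide | also added = labelled myosin peptide probe, 5 nM | incubation = 5 min between mix addition and reading | control set = DMSO and TFP controls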
FN deposition inh: fibronectin deposition inhibition; AH1F fibroblasts, Alexa488-fibronectin deposition fluorescence, overnight; inhibition, % at 12.6 µM; hit rate 0.086% among 350,000;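 active means mean inhibition across replicates of 30% or more, regardless of how many single replicates reach that level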;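 further: positive control wells lacked labelled fibronectin entirely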
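Assay system: AH1F fibroblasts assembling fluorescent fibronectin matrix; Amount: 10000 AH1F cells per well; Buffer or medium: DMEM, 2% serum; Probe or stimulus: Alexa488-fibronectin, 24 nM final in well; Doses: single compound dose, delivered by pin transfer; Incubation: 1 h adhesion, overnight exposure; Measured by: fluorescence 485/525 nm; Read-out: fibronectin deposition inhibition.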
SIRT5 inh: blocks human SIRT5 desuccinylation of peptide; Q9NXA8; Purified SirT5, succinyl-peptide AMC, trypsin-coupled fluorescence; inhibition, % at 15 µM; hit rate 1.1% among 330,000; in the data active means inhibition above about 15%
Target sequence (Q9NXA8 whole entry, looked up): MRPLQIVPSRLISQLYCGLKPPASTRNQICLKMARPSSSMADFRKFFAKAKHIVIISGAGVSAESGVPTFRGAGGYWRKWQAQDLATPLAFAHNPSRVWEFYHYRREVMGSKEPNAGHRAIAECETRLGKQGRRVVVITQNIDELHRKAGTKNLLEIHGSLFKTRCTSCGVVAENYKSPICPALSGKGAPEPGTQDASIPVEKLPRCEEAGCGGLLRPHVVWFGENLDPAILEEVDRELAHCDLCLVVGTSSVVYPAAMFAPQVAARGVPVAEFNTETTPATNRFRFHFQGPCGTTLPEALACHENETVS
LGR2 antag: Drosophila LGR2 receptor signaling inhibition; HEK293 LGR2, CRE-luciferase, bursicon-stimulated, 4 h; inhibition, % at 9.99 µM; hit rate 0.35% among 380,000;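 active means drop in luminescence signal, shown as inhibition above about 50% in the replicate tests, limit read from the data, passing the limit was not always enough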;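 further: agonist challenge used bursicon conditioned medium at about half maximal strength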
* marks the source's active call; other numbers are inactive results; · = no result given.

(1) O=C(/C=C/c1cccc(F)c1)Nc1cc(S(=O)(=O)N2CCOCC2)ccc1Cl
(2) COc1ccc(S(=O)(=O)N2CCCCCC2)cc1C(=O)NCCc1ccc(F)cc1
(3) Cc1ccc(S(=O)(=O)N2CCOCC2)cc1C(=O)N1CCN(S(=O)(=O)c2cccc(F)c2)CC1
(4) CSc1ccc(CN(C)Cc2nc3cc(C(F)(F)F)ccc3c(=O)[nH]2)cc1
(5) O=[N+]([O-])c1cc(C(F)(F)F)ccc1N1CCCNCC1
(6) CCSc1nc2ccccc2n1Cc1ccccc1F
(7) CCC(=O)NC(c1ccc(C)cc1)c1ccc2cccnc2c1O (configuration not stated)
(8) CC(C)(C)C(=O)Nc1cc(NC(=O)C(C)(C)C)cc(C(=O)NNC(=O)c2ccncc2)c1
(9) CC[n+]1ccccc1/C=C1\Sc2ccc(C)cc2N1C
(10) CC(C)(C)c1ccc(C(=O)NCc2nnc(SCC(=O)NCC3CCCO3)o2)cc1 (configuration not stated)
Assay by compound	1	2	3	4	5	6	7	8	9	10
CASP6 VEID inh	1	0	6	5	-3	·	2	2	·	1
C2C12 statin	2	0	-1	2	-4	-3	-26	-8	-107	-3
esBAF inh	12	8	0	-3	-2	-10	-68	-9	-11	2
S100A4 MyoIIA	-1	-2	-21	-4	5	·	-4	2	-10	-5
FN deposition inh	·	-6	5	1	-4	2	22	-4	-18	3
SIRT5 inh	·	-7	1	7	-4	·	0	-1	0	1
LGR2 antag	2	12	5	5	-21	·	34	3	13	4

(11) CCC(=O)N1C[C@H](C)[C@H](OC)CN(C)C(=O)c2ccc(NC(=O)Nc3cccc(F)c3)cc2OC[C@@H]1C
(12) CCO[C@@H]1OC(C(=O)NC2CC2)=C[C@H](C)[C@H]1CCCO
(13) CO[C@@H]1CN(C)C(=O)c2ccc(NC(=O)C3CCC3)cc2OC[C@H](C)N(CC2CCCCC2)C[C@@H]1C
(14) CC(=O)N1CCN(CC(O)COc2ccc(S(=O)(=O)N3CCOCC3)cc2)CC1 (configuration not stated)
(15) Cc1cc(C(F)(F)F)nc(SCCN2CCCCC2)c1C#N
(16) COc1ccc(-c2cccc(-c3nc(C(=O)O)cc4c3[C@@H](CCO)N([S@](=O)C(C)(C)C)C4)c2)cc1
(17) CCOc1ccc(CCN2C(=O)C(=O)N([C@@H](Cc3ccc(O)cc3)CN3CCC[C@@H]3CN3C(=O)C(=O)NC[C@@H]3Cc3ccccc3)C[C@@H]2Cc2ccccc2)cc1
(18) COC(=O)Cc1[nH]n(-c2nc3ccccc3s2)c(=O)c1C(C)=O
(19) O=C(C[C@@H]1CC[C@@H]2[C@H](COC[C@@H](O)CN2S(=O)(=O)c2ccc(F)cc2)O1)NCc1ccc(Cl)c(Cl)c1
(20) Cc1ccc(CNC(=O)Nc2ccc(Cl)cc2)cc1
Assay by compound	11	12	13	14	15	16	17	18	19	20
CASP6 VEID inh	-1	0	-1	-4	0	26	1	·	-2	3
C2C12 statin	-9	5	-7	-2	1	·	-1	-40	5	-4
esBAF inh	0	-3	4	-3	0	·	2	9	-4	23
S100A4 MyoIIA	-18	-4	5	-2	2	2	-1	·	-7	1
FN deposition inh	0	2	-4	0	-5	-4	-2	·	-6	·
SIRT5 inh	4	·	8	1	-1	-1	·	·	-1	2
LGR2 antag	16	5	8	4	6	13	7	-39	19	-3

Some of these compounds in order of number of heavy atoms, rising.
(12) CCO[C@@H]1OC(C(=O)NC2CC2)=C[C@H](C)[C@H]1CCCO
(18) COC(=O)Cc1[nH]n(-c2nc3ccccc3s2)c(=O)c1C(C)=O
(14) CC(=O)N1CCN(CC(O)COc2ccc(S(=O)(=O)N3CCOCC3)cc2)CC1 (configuration not stated)
(16) COc1ccc(-c2cccc(-c3nc(C(=O)O)cc4c3[C@@H](CCO)N([S@](=O)C(C)(C)C)C4)c2)cc1
(13) CO[C@@H]1CN(C)C(=O)c2ccc(NC(=O)C3CCC3)cc2OC[C@H](C)N(CC2CCCCC2)C[C@@H]1C
(11) CCC(=O)N1C[C@H](C)[C@H](OC)CN(C)C(=O)c2ccc(NC(=O)Nc3cccc(F)c3)cc2OC[C@@H]1C
Assay by compound	12	18	14	16	13	11
CASP6 VEID inh	0	·	-4	26	-1	-1
C2C12 statin	5	-40	-2	·	-7	-9
esBAF inh	-3	9	-3	·	4	0
S100A4 MyoIIA	-4	·	-2	2	5	-18
FN deposition inh	2	·	0	-4	-4	0
SIRT5 inh	·	·	1	-1	8	4
LGR2 antag	5	-39	4	13	8	16

(list continues)
(21) COc1cccc(CNC(=O)c2cc3c(c(-c4cccc(-c5ccncc5)c4)n2)[C@@H](CCO)N([S@](=O)C(C)(C)C)C3)c1
(22) NNc1nc(-c2ccccc2)c2cc(Cl)ccc2n1
(23) Cc1ccc(C)c(N(CC(=O)N2CCc3ccccc3C2)S(C)(=O)=O)c1
(24) Nc1cccc(-c2cnc3ccccc3n2)c1
(25) CCCCC(=O)NS(=O)(=O)c1ccc(NS(C)(=O)=O)cc1
(26) Cc1ncc([N+](=O)[O-])n1CC(O)CCl (configuration not stated)
(27) C[C@@H]1CCCCO[C@H](CN(C)C(=O)CCCN(C)C)[C@@H](C)CN([C@H](C)CO)C(=O)c2cc(NS(=O)(=O)c3ccccc3)ccc2O1
(28) COc1ccc2nc(C)cc(N3CCOCC3)c2c1
(29) Oc1ccc2ccccc2c1Br
(30) COc1ccc(C)cc1S(=O)(=O)NCC(c1ccc2c(c1)OCO2)N1CCOCC1 (configuration not stated)
Assay by compound	21	22	23	24	25	26	27	28	29	30
CASP6 VEID inh	-3	-7	-1	1	-1	-2	-3	·	10	-2
C2C12 statin	-9	·	0	6	·	3	·	11	9	1
esBAF inh	5	·	-8	14	·	4	4	-5	-4	-1
S100A4 MyoIIA	-24	0	1	-1	-3	1	-1	·	-7	1
FN deposition inh	26	-3	-1	0	6	-2	-14	4	-15	·
SIRT5 inh	1	-5	-2	-4	·	-12	-1	·	0	-1
LGR2 antag	0	-15	·	-13	-8	-14	-24	·	-24	-3

Profiles, quoted from the list.
Entry for COc1ccc(C)cc1S(=O)(=O)NCC(c1ccc2c(c1)OCO2)N1CCOCC1 (configuration not stated) : CASP6 VEID inh = -2; C2C12 statin = 1; esBAF inh = -1; S100A4 MyoIIA = 1; FN deposition inh = ·; SIRT5 inh = -1; LGR2 antag = -3
Entry for Nc1cccc(-c2cnc3ccccc3n2)c1 : CASP6 VEID inh = 1; C2C12 statin = 6; esBAF inh = 14; S100A4 MyoIIA = -1; FN deposition inh = 0; SIRT5 inh = -4; LGR2 antag = -13

More results:
(31) Cc1c(C(=O)Nc2ccc3c(c2)OCO3)sc2nc(-c3ccccc3)cn12
(32) COc1ccccc1NC(=O)COC(=O)C1CCN(/C=C/C(=O)C(F)(F)F)CC1
(33) CC1CN(S(=O)(=O)c2ccc(C(=O)Nc3nnc(-c4ccco4)o3)cc2)CC(C)O1 (configuration not stated)
(34) O=C(COc1ccc(-c2nnco2)cc1)Nc1ccc(C(F)(F)F)cc1
(35) Cc1cc2nc3c(c(C(F)(F)F)n2n1)CCCC3
(36) O=C(C1=NN[C@@H]2C(=O)N(c3cccc(F)c3)C(=O)[C@H]12)C(c1ccccc1)c1ccccc1
(37) COc1ccccc1C#Cc1ccc([C@@H]2[C@H]3CN(C(=O)C4CCC4)CCCCN3[C@H]2CO)cc1
(38) CSc1ccc(/C=N/NC(=O)c2sccc2C)cc1
(39) CCN1CCN(c2ccc(NC(=O)c3cccc(OCc4ccccc4)c3)cc2)CC1
(40) CC(C)(C)c1ccc(S(=O)(=O)NCC2CCN(C(=O)C(=O)c3cc4ccccc4o3)CC2)cc1
Assay by compound	31	32	33	34	35	36	37	38	39	40
CASP6 VEID inh	·	-1	2	-4	-2	-3	1	-3	·	2
C2C12 statin	-29	·	·	·	·	·	-34	·	-6	·
esBAF inh	20	·	·	·	·	·	1	·	3	·
S100A4 MyoIIA	·	-1	-6	-1	-1	-2	10	-1	·	-4
FN deposition inh	-11	5	5	·	3	3	1	-5	7	16
SIRT5 inh	·	-3	3	-2	-1	-2	-2	-7	·	·
LGR2 antag	-10	10	1	-15	-18	·	-1	·	·	-14

(41) COc1ccc(S(=O)(=O)N2CCC(O)(c3cccnc3)CC2)cc1OC
(42) COc1ccccc1NC(=O)c1c[nH]c2ccccc12
(43) CCC(C)Sc1ccc([C@H]2N[C@@](Cc3ccccc3)(C(=O)OC)[C@H]3C(=O)N(CC)C(=O)[C@@H]23)cc1 (some centres not stated)
(44) C[C@H](CO)N1C[C@H](C)[C@H](CN(C)C(=O)c2cccnc2)Oc2cc(C#CC3CC3)ccc2S1(=O)=O
(45) CC(=O)NNC(=O)c1cc2c3ccccc3n(C)c2s1
(46) Cc1cc(C)nc(NC(=O)c2cnc3sccn3c2=O)n1
(47) CCCNC(=O)c1onc(CSc2ccccn2)c1C(=O)NCCC
(48) COc1ccc(-c2cnc3c(c2)C(=O)N([C@H](C)CO)C[C@@H](C)[C@@H](CN(C)C(=O)C2CCCCC2)O3)cc1
(49) O=C(Cc1cccs1)N(Cc1ccco1)C1(C(=O)NC2CCCCC2)CCCCC1
(50) COc1cc([N+](=O)[O-])cc(/C=N/NC(=O)C(O)(c2ccccc2)c2ccccc2)c1O
Assay by compound	41	42	43	44	45	46	47	48	49	50
CASP6 VEID inh	-2	1	-2	1	-1	-1	3	-1	·	-6
C2C12 statin	·	-12	3	12	·	1	15	9	32	19
esBAF inh	·	25	-3	1	·	0	4	-6	-6	-13
S100A4 MyoIIA	3	2	-1	-2	0	0	-2	-1	·	10
FN deposition inh	5	2	-2	4	4	4	7	·	-3	-1
SIRT5 inh	-1	-1	-4	-2	0	0	-1	0	·	·
LGR2 antag	-15	-12	15	-2	33	-10	·	-1	·	13

(51) C[C@H](CO)N1C[C@H](C)[C@H](CN(C)Cc2ccc(Cl)c(Cl)c2)OCCCC[C@H](C)Oc2ccc(NS(C)(=O)=O)cc2C1=O
(52) N#Cc1c(N)nc2c3c(sc(=N)c2c1N)NC(=O)CC3c1ccccc1Cl (configuration not stated)
(53) CCc1ccc(C(O)c2ncc(-c3ccccc3C)[nH]2)cc1 (configuration not stated)
(54) O=C(NCC(c1ccco1)N1CCc2ccccc21)C(=O)Nc1ccccc1 (configuration not stated)
(55) CCC(=O)N1C[C@@H](C)[C@H](OC)CN(C)C(=O)c2cc(NC(=O)NC3CCCC3)ccc2OC[C@@H]1C
(56) N#CC(=C1NC(=O)c2ccccc21)c1nc2ccccc2n1CCO
(57) O=C(NNC(=O)c1cc(-c2ccccc2)nn1-c1ccccc1)c1ccccc1
Assay by compound	51	52	53	54	55	56	57
CASP6 VEID inh	-2	·	1	-2	0	1	·
C2C12 statin	·	-4	-4	11	·	0	19
esBAF inh	·	6	-4	2	·	22	1
S100A4 MyoIIA	-3	·	-17	-2	-6	38	·
FN deposition inh	·	1	1	6	-3	10	3
SIRT5 inh	8	·	2	-2	3	-6	·
LGR2 antag	-16	·	-23	-1	7	20	-3

A portion of the library; the hit share may differ from the screen's.
